FBW7 activator: activators of human E3 ligase FBW7; AlphaScreen FBW7–phospho-cyclin E peptide binding, activator screen; normalized activity (activation), % at 26.1 µM; 650,000 tested, 0.13% active; in the data active = normalized activity above about 1.9%;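 also: purified mutant Fbw7 with reduced substrate affinity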
TEAD-YAP inh: TEAD-YAP interaction inhibition. HEK-TIYL cells, TEAD-Gal4/YAP UAS-luciferase luminescence. inhibition, % at 9.12 µM. 640,000 tested, 1.4% active. AID 1259422; in the data active = inhibition above about 32%;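 also: 0% = median of test compound wells and 100% = reference inhibitor wells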
GPR151 activ: activates the human receptor GPR151 | 650,000 tested, 1% active | Q8TDV0 | PathHunter beta-arrestin GPR151 cells, luminescence | activation, % at 11.2 µM; in the data active = activation above about 4.9%;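 also: 0% = median of compound wells and 100% = cells with positive control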
Target sequence (Q8TDV0 whole entry, looked up): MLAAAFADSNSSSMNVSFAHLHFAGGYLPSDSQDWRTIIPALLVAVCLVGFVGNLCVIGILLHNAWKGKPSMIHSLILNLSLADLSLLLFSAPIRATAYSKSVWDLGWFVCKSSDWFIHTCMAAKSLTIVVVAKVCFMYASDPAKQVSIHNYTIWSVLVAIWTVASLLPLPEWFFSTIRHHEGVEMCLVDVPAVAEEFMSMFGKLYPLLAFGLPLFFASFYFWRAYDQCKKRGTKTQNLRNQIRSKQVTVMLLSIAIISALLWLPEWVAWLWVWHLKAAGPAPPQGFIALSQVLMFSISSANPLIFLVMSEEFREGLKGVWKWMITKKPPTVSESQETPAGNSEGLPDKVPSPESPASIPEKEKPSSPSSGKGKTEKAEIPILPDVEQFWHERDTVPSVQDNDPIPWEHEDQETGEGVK
MITF inh: blocks human microphthalmia-associated transcription factor. O75030. AlphaScreen MITF homodimerization, bead proximity signal. inhibition, % at 2.6 µM. 650,000 tested, 0.91% active; in the data active = inhibition above about 50%;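 also: 0% = vehicle wells with protein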
Target sequence (O75030 whole entry, looked up): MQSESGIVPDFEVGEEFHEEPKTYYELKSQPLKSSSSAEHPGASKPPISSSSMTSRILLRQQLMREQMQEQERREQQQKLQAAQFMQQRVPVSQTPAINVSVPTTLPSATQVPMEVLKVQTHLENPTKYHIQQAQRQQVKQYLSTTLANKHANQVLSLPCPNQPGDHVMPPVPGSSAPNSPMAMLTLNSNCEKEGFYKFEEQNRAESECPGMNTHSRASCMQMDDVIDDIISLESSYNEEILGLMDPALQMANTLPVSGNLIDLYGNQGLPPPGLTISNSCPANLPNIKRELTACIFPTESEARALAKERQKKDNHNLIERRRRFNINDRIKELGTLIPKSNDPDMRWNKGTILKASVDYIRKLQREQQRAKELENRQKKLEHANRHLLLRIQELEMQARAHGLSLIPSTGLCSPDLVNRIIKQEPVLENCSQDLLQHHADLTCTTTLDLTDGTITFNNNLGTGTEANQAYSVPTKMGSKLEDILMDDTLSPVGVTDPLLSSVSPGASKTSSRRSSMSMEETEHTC
Starred values were filed as active, the others as inactive.

1) Cc1c(C(=O)N2CCOCC2)[nH]c2c1C(=O)CC(c1ccc(Cl)cc1)C2 (stereo not given)
2) O=S(=O)(NCC1(O)CCCC1)C1CCCCC1
3) O=C(NNC(=O)C12CC3CC(CC(C3)C1)C2)c1ccco1
4) CCCCc1noc(-c2ccc(Br)cc2)n1
5) CCOc1ccccc1NC(=O)c1ccc(F)c(S(=O)(=O)NCc2ccccc2Cl)c1
6) CCCN1CCN(C(C)Cc2cccc(OC)c2)CCC1=O (stereo not given)
7) O=C(OC(c1ccccc1)c1ccccc1)c1ccc[n+]([O-])c1
8) CC(=O)NC(NC(C)=O)c1cccc([N+](=O)[O-])c1
9) Cc1cccn2c(=O)cc(OCC(=O)c3ccccc3)nc12
10) Cc1ccc(C(=O)Nc2nc3c(s2)CCCC3)o1
assay / compound,1,2,3,4,5,6,7,8,9,10
TEAD-YAP inh,-2,8,-11,-7,12,-3,2,1,-4,27
FBW7 activator,-0.1,0.1,-0.1,-0.1,-0.1,0.0,0.0,0.0,0.0,0.0
MITF inh,3,0,-6,-13,3,-2,2,0,7,-1
GPR151 activ,0.5,0.0,-0.7,1.9,-0.5,1.0,0.1,0.3,1.1,-8.1

11) O=C1c2ccccc2S(=O)(=O)N1Cc1nc(-c2ccc(F)cc2)no1
12) CC(=O)Nc1ccc(/C=N/NC(=S)NC2CCCCC2)cc1
13) Cc1cccc(Oc2nc3ccccn3c(=O)c2/C=C(\C#N)C(=O)NCC2CCCO2)c1C (stereo not given)
14) CC(=O)C1C(c2cccc([N+](=O)[O-])c2)c2c(noc2C)CC1(C)O (stereo not given)
15) O=C(NCc1cccs1)Nc1ccc2c(c1)N(C(=O)c1ccccc1)CCC2
16) O=C(O)c1cc(-c2cccnc2)nc2ccc(Br)cc12
17) O=C1SC(c2cc(I)ccc2Cl)=N/C1=C/c1ccc(OCc2ccccc2)cc1
18) Cc1cccc(-c2nc3c(cnn3-c3ccccc3)c(=O)n2-c2ccccc2C)c1
19) O=C(CN1C(=O)COc2ccc(S(=O)(=O)N3CCOCC3)cc21)N1CCCCCC1
20) Cc1ccc(OCCCCn2cncn2)c(I)c1
assay / compound,11,12,13,14,15,16,17,18,19,20
TEAD-YAP inh,-3,8,30,7,7,2,4,-2,-2,-30
FBW7 activator,0.4,0.1,1.3,0.8,0.0,0.7,0.0,0.1,0.1,0.0
MITF inh,13,10,20,13,-10,7,2,14,12,-19
GPR151 activ,0.8,-0.5,-6.2,-0.9,-0.3,-0.9,-0.1,0.1,1.1,1.2

Filtered by structure: the entries above with four or more nitrogen atoms.
12) CC(=O)Nc1ccc(/C=N/NC(=S)NC2CCCCC2)cc1
13) Cc1cccc(Oc2nc3ccccn3c(=O)c2/C=C(\C#N)C(=O)NCC2CCCO2)c1C (stereo not given)
18) Cc1cccc(-c2nc3c(cnn3-c3ccccc3)c(=O)n2-c2ccccc2C)c1
assay / compound,12,13,18
TEAD-YAP inh,8,30,-2
FBW7 activator,0.1,1.3,0.1
MITF inh,10,20,14
GPR151 activ,-0.5,-6.2,0.1

Next section
21) CC(C)CC1(C)NC(=O)N(CC(=O)Nc2ccc(I)cc2)C1=O (stereo not given)
22) OCC#CC(O)(c1ccc(F)cc1)c1ccc(F)cc1
23) O=C(Nc1ccc2nc3n(c(=O)c2c1)CCCCC3)c1ccccn1
24) COc1ccc(CCNC(=O)CCNC(=O)c2ccc(OC)c(OC)c2)cc1OC
25) Nc1nc(N)c2nc(C(=O)O)c(N)nc2n1
26) Cc1ccc(C(=O)Oc2ccc(C=C3C(=O)NC(=O)NC3=O)cc2)cc1
27) O=C1C(Cl)=C(Nc2ccc(F)cc2)C(=O)N1c1ccc(Br)cc1
28) O=C(CSc1nnc(Nc2ccccc2)s1)c1ccc(F)cc1
29) Cc1ccc(NC(=O)CN2C(=O)CC3(CCCC3)C2=O)cc1C
30) Cc1ccc2c(Cl)cc(Cl)c(OCC(=O)OCC(=O)Nc3ccc(C#N)cc3)c2n1
assay / compound,21,22,23,24,25,26,27,28,29,30
TEAD-YAP inh,-1,-1,-65,-16,-3,-5,14,-12,-15,-13
FBW7 activator,0.2,-0.1,-0.4,-0.1,0.8,-1.0,0.0,-0.1,0.1,0.1
MITF inh,2,8,-9,3,29,2,14,3,4,-11
GPR151 activ,-0.7,1.1,-1.2,1.6,-0.2,-1.1,-0.6,0.4,0.2,1.2

Structures above with a nitro group on carbon:
8) CC(=O)NC(NC(C)=O)c1cccc([N+](=O)[O-])c1
14) CC(=O)C1C(c2cccc([N+](=O)[O-])c2)c2c(noc2C)CC1(C)O (stereo not given)
assay / compound,8,14
TEAD-YAP inh,1,7
FBW7 activator,0.0,0.8
MITF inh,0,13
GPR151 activ,0.3,-0.9

(more compounds)
31) Cc1ccc2nc(-c3cccc(N)c3)oc2c1
32) CNC(=O)c1ccc(NC(=O)CC(NC(N)=O)c2ccccc2Cl)cc1 (stereo not given)
33) CCc1ccc(OCC(=O)NCCN(C)C)c(Br)c1
34) Cc1ccc(-c2cc(C(=O)NCc3ccc4c(c3)OCO4)[nH]n2)cc1
35) COC(=O)c1cnc(Oc2cccc3cccnc23)cc1C(F)(F)F
36) CCOC(=O)c1cc2cnccc2nc1-c1ccncc1
37) CCOC(=O)c1ccc(N2CCN(c3ccc(F)cc3)CC2)c(NC(=O)Nc2ccccc2)c1
38) CCOC(CNc1ncnc2sc(C)c(C)c12)OCC
39) CC(=O)c1ccc(OCCCC(=O)OCC(=O)Nc2c(C)nn(-c3ccccc3)c2C)cc1
40) CS(=O)(=O)c1cc(C#N)c(N2CCCC2)nc1-c1ccc(Cl)cc1
assay / compound,31,32,33,34,35,36,37,38,39,40
TEAD-YAP inh,46*,0,-7,-2,7,-14,-8,-5,-3,4
FBW7 activator,0.7,0.5,0.2,0.1,-0.1,0.3,0.0,0.0,-0.1,0.1
MITF inh,20,-1,5,-3,-4,13,-8,18,-3,-5
GPR151 activ,-10,1.9,0.3,0.2,0.1,-1.9,1.3,3.3,1.3,-1.1

41) O=C1Nc2ccccc2N(O)N1c1ccc(Br)cc1
42) CC(C)CC(NC(=O)C(NC(=O)OCc1ccccc1)C(C)C)C(N)=O (stereo not given)
43) CCCCOc1ccc(C(=O)Nc2ccc(N3CCN(C(=O)c4ccccc4)CC3)cc2)cc1
44) Cc1cccc(C(=O)NNS(=O)(=O)c2ccc([N+](=O)[O-])cc2)c1O
45) O=C(/C=C/c1cccs1)N1CCC(Cn2cnc3ccccc32)CC1
46) Cc1nn(Cc2ccccc2Cl)c(C)c1C(=O)NCC(C)C
47) CCCCc1ccc(-c2nc(C=Nc3ccc4ccccc4c3)c(O)o2)cc1
48) CCCC(=O)Nc1ccc2c(c1)C(=O)N(C)C2=O
49) Cc1ccc2cc(C3=C/C(=C/c4ccc5c(c4)OCO5)C(=O)O3)ccc2c1
50) CC1CN(S(=O)(=O)c2ccccc2)C(C)CC1=O (stereo not given)
assay / compound,41,42,43,44,45,46,47,48,49,50
TEAD-YAP inh,7,-6,4,-7,4,-4,9,-10,2,4
FBW7 activator,0.0,0.2,0.6,0.8,-0.2,0.3,0.1,0.1,0.6,-0.1
MITF inh,8,-1,3,2,65*,-4,4,-5,7,-2
GPR151 activ,-0.8,0.2,-0.4,-0.4,0.9,1.9,-1.6,0.4,-0.7,-1.3

51) Cc1cnc(-c2ccc(C(=O)NC3CC3)cc2)nc1NCCN(C(C)C)C(C)C
52) CCCCn1c(O)c(/C=C2\C=Nc3ccccc32)c(=O)[nH]c1=O
53) COCCNC(=O)C(=O)N/N=C/c1ccccc1C(F)(F)F
54) CCCCNC(=O)c1ccc(Sc2ccc(F)cc2)c([N+](=O)[O-])c1
55) O=C(Cn1cnc2c(cnn2-c2ccc(Cl)cc2)c1=O)c1ccccc1
56) O=C(NCc1ccccc1)c1cc2c(cc1Cl)N1CCCCCC1=NS2(=O)=O
57) CCOC(=O)c1ccc(NC(=O)CSc2nnc(-c3cccs3)n2C)cc1
58) CC(C(=O)O)n1ncn2cccc2c1=O (stereo not given)
59) O=C(NCc1ccc(Cl)cc1)C1CSC2(c3cccs3)CCC(=O)N12 (stereo not given)
60) O=C1N[C@@H](Cc2ccccc2)C(=O)N2CCN(C(=O)c3cccc(Cl)c3)C[C@H]12
assay / compound,51,52,53,54,55,56,57,58,59,60
TEAD-YAP inh,-1,3,3,10,8,1,-3,-3,12,9
FBW7 activator,-0.1,-0.1,-0.2,0.2,0.0,0.0,0.0,0.0,0.0,0.1
MITF inh,-9,8,9,7,-7,3,0,5,-7,-5
GPR151 activ,0.1,0.1,-0.3,1.6,-0.4,0.8,1.6,4.4,-0.1,-0.7

61) CN(C(=O)COC(=O)Cn1cnc2c1c(=O)n(C)c(=O)n2C)C1(C#N)CCCCC1
62) O=C(O)[C@H]1CCCC[C@H]1C(=O)Nc1ccc(S(=O)(=O)N2CCCCCC2)cc1
63) COc1ccc2c(c1)CCC/C2=N/NC(=O)c1nnn(-c2nonc2N)c1-c1ccccc1
64) Clc1nc(-c2ccccc2)cc(-c2cnc(N3CCCCC3)nc2N2CCCCC2)n1
65) Cc1ccc(CC(=O)Nc2nnc(C3CCCCC3)s2)cc1
66) COCCN1C(=O)C(O)=C(C(=O)c2ccco2)C1c1cccc2ccccc12 (stereo not given)
67) Nc1ccc(-c2nc3cc4sc(-c5ccc(N)cc5)nc4cc3s2)cc1
68) CC(C)/C(=N\NC(N)=S)c1ccccc1
69) CCN(CC)C(=O)CN1CCC2(CC1)NC(=O)c1ccccc1N2
70) CCOC(=O)c1c(-c2ccccc2)oc2ccc(OC(=O)c3ccc(Br)cc3)cc12
assay / compound,61,62,63,64,65,66,67,68,69,70
TEAD-YAP inh,-4,6,-2,-5,2,-6,2,6,-5,-8
FBW7 activator,-0.2,0.1,0.0,0.0,0.2,-0.4,0.0,-0.2,-0.1,-0.2
MITF inh,-5,8,8,-11,4,-4,11,10,-11,0
GPR151 activ,0.0,1.7,-0.3,-1.5,-0.9,0.5,-1.5,6.5*,4.3,0.8

Rewritten as tab-separated lines: part of the list above.
cpd	Structure	TEAD-YAP inh	FBW7 activator	MITF inh	GPR151 activ
59	O=C(NCc1ccc(Cl)cc1)C1CSC2(c3cccs3)CCC(=O)N12 (stereo not given)	12	0.0	-7	-0.1
60	O=C1N[C@@H](Cc2ccccc2)C(=O)N2CCN(C(=O)c3cccc(Cl)c3)C[C@H]12	9	0.1	-5	-0.7
61	CN(C(=O)COC(=O)Cn1cnc2c1c(=O)n(C)c(=O)n2C)C1(C#N)CCCCC1	-4	-0.2	-5	0.0

Next part:
71) Cc1cccc(C(=O)NC2CCN(CCCC(=O)c3ccc(F)cc3)CC2)c1
72) C=CCn1c(SCC(=O)Nc2c(Cl)cccc2Cl)nc2sc3c(c2c1=O)CCC3
73) COc1ccc(Nc2nc(NNC(C)=O)nc(C)c2[N+](=O)[O-])cc1
74) O=C(CN1C(=O)CNC1=O)NCc1ccc(Cl)cc1
75) CC(=O)c1cccc(-c2cc(NC3CCN(Cc4ccccc4)CC3)ncn2)c1
76) O=C(Nc1cccnc1Cl)c1noc2c1CCc1ccccc1-2
assay / compound,71,72,73,74,75,76
TEAD-YAP inh,-8,3,14,4,-4,-2
FBW7 activator,-0.3,0.2,-0.2,0.0,-0.2,0.0
MITF inh,-7,14,5,7,3,6
GPR151 activ,0.0,0.7,1.9,-0.4,2.6,-0.4

Reformatted: 2 of the compounds above.
No. | mol | TEAD-YAP inh | FBW7 activator | MITF inh | GPR151 activ
72 | C=CCn1c(SCC(=O)Nc2c(Cl)cccc2Cl)nc2sc3c(c2c1=O)CCC3 | 3 | 0.2 | 14 | 0.7
73 | COc1ccc(Nc2nc(NNC(C)=O)nc(C)c2[N+](=O)[O-])cc1 | 14 | -0.2 | 5 | 1.9

High-throughput results: PubChem BioAssay, The Scripps Research Institute Molecular Screening Center
